GLP1R inv ag – GLP-1 receptor (human) inverse agonism | P43220 | HEK293 GLP-1R CRE-luciferase, luminescence, 24 h; GLP-1R form is constitutively active | Potency, µM (highest dose often 38.3 µM), for the others: at the highest dose activity change, negative = inhibition, usual class: inhibitors | actives 1.6% (n = 410,000) | AID 624417; further: on the % scale 0 is the no-effect control and ±100 the full control effect; nearly all actives have a fitted effect of over 55% in size
Target sequence (P43220 whole entry, looked up): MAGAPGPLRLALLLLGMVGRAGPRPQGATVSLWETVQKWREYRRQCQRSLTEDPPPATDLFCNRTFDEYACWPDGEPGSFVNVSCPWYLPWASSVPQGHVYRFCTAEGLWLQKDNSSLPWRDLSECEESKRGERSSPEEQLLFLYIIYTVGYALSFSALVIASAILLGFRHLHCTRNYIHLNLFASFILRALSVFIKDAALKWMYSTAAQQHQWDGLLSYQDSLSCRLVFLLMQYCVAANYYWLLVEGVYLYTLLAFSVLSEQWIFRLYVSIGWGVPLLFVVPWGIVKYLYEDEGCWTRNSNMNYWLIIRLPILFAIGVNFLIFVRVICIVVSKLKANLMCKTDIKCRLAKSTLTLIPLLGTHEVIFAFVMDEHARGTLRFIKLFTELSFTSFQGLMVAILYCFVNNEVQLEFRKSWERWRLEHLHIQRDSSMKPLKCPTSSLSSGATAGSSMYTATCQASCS
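qHTS in 1536-well format: reporter HEK293 cells expressing constitutive GLP-1R activity in DMEM + 10% Nu serum, 24 hr with compounds at 37 deg C, luminescence read after 12 min with detection reagent.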
HT1080NT lethal – kills 2HG-producing HT-1080-NT fibrosarcoma cells | HT-1080-NT fibrosarcoma viability, CellTiter-Glo ATP luminescence, 48 h | Potency, µM (highest dose often 46.1 µM), inactives show top-dose activity, negative = less viability, hits mostly cytotoxic | actives 1.6% (n = 360,000);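 further: NT is the 2HG producing partner of a matched IDH1 knockdown line; 0% = DMSO-treated cells and -100% = media-only wells without cells; nearly all actives have a fitted effect of over 55% in size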
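Read-out is CellTiter-Glo luminescence after 10 minutes at room temperature, following 48 hours' compound treatment of HT-1080-NT cells (750 cells/well, RPMI, 5% FBS, 37 degrees C).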
KB-V1 cytotox – KB-V1 MDR subline cytotoxicity; AID 1347076; Potency, µM (series often up to 46.1 µM), inactives show at the top dose activity change, negative = cytotoxicity, most hits filed as cytotoxic; actives 3.4% (n = 400,000); KB-V1 MDR cells viability, CellTiter-Glo, 72 h; further: on the % scale 0 is the no-effect control and ±100 the full control effect; nearly all actives have a fitted effect of over 60% in size
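KB-V1 cells (P-gp-expressing MDR subline of KB-3-1) in phenol-red-free DMEM with 10% FBS were exposed to library compounds over a concentration series for 72 h at 37 degrees C. Viability read by CellTiter-Glo luminescence; concentration-effect curves fitted after normalization.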
HT1080 IDH1KD tx – HT-1080 IDH1 knockdown cell toxicity (counter line) | HT-1080 IDH1 knockdown viability, ATP luminescence, 48 h | actives 2% (n = 360,000) | Potency, µM (doses to about 46.1 µM), for inactives: at the top dose activity, negative = toxicity, most hits filed as cytotoxic | AID 686971;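 further: 0% = DMSO wells and -100% = cell-free medium wells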
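HT-1080-IDH1KD cells (IDH1 knocked down), 750/well in RPMI with 5% FBS, treated with compound 48 h at 37 degrees C. Viability by CellTiter-Glo luminescence, normalised to DMSO and no-cell wells; concentration-response curves classed.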
KB-3-1 cytotox – kills parental KB-3-1 adenocarcinoma cells. AID 1347075. KB-3-1 viability, CellTiter-Glo ATP luminescence, 72 h. actives 1.4% (n = 400,000). Potency, µM (highest dose often 46.1 µM), without a hit: at the highest dose activity change, negative = cytotoxic, most hits filed as cytotoxic; further: on the % scale 0 is the no-effect control and ±100 the full control effect; nearly all actives have a fitted effect of over 60% in size
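Cytotoxicity in the drug-sensitive parental line KB-3-1 was scored as loss of CellTiter-Glo luminescence following 72 h incubation with compound. Values come from curve fitting of normalized concentration-response data.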
GLP-1R agonist – agonists of human GLP-1 receptor | actives 0.007% (n = 380,000) | HEK293 GLP-1R CRE-luciferase, luminescence, 4-6 h; cells express a hypersensitive GLP-1R form | Potency, µM (doses to about 45.6 µM), for inactives: at the top dose activation, usual class: activators; further: % of control where 0% means no effect
HEK293 tox – cytotoxicity counter-screen for GLP-1 receptor inverse agonists; actives 0.13% (n = 410,000); HEK293 cAMP-luciferase reporter cells, luminescence, 24 h; Potency, µM (titrated, usually from 38.3 µM), for the others: at the highest dose activity change, negative = inhibition, hits mostly inhibitors;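 further: loss of luciferase light is scored as toxicity; on the % scale 0 is the no-effect control and ±100 the full control effect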
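MLSMR compounds, 24 hr on cells at 37 deg C/5% CO2; luminescence after luciferase reagent (12 min RT). Inhibition counted as the undesired cytotoxic outcome.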
SW480 rerep – DNA re-replication induction in SW480 cells; SW480 DNA re-replication, Hoechst DNA content imaging, 48 h; Potency, µM (doses to about 46.1 µM), inactives show at the highest dose re-replication activation, usual class: activators; actives 1.8% (n = 340,000); further: % of control where 0% means no effect; nearly all actives have a fitted effect of over 55% in size
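Compounds, transferred as 23 nL by pin tool, were incubated with cells for 48 hr; DNA content per nucleus was then quantified by Hoechst staining and fluorescence plate imaging.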
TDP-43 yeast inh – inhibitors of TDP-43 toxicity in yeast. TDP-43 expressing yeast growth rescue, BacTiter-Glo, 24 h. Potency, µM (titrated, usually from 46.1 µM), inactives show top-dose growth rescue (activation), usual class: activators. actives 1.8% (n = 410,000); further: % of control where 0% means no effect; nearly all actives have a fitted effect of over 50% in size
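Galactose-induced TDP-43 yeast, OD600=0.02, compound pinned; 24 hr, 30 deg C; BacTiter-Glo luminescence for growth. Inhibitors of TDP-43 toxicity read as activators.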
An asterisk follows results filed as active; ? = inconclusive; nt = no result given; [ ] = remark or other dose. The call rests on the fitted dose curve; in most records, active means well fitted curve in the direction sought with a large enough effect; inconclusive means small, poorly fitted or top-dose-only effect, or another doubt; inactive means no such curve, though single readings can be large; an effect the other way counts as inactive or inconclusive. Potency means the concentration at half of the fitted maximal effect.

SMILES	GLP1R inv ag	HT1080NT lethal	KB-V1 cytotox	HT1080 IDH1KD tx	KB-3-1 cytotox	GLP-1R agonist	HEK293 tox	SW480 rerep	TDP-43 yeast inh
CCc1c(C)sc2c1CCN(C(=O)Nc1cc(C)ccc1OC)C2c1ccc(F)cc1 (centres undefined)	?	nt	-12%	nt	-20%	nt	2%	nt	-4%
COc1cccc(CNC(=O)Cc2csc3nc(-c4ccccc4)cn23)c1	-3%	nt	3%	nt	0%	nt	-7%	nt	28%
COc1cccc(OC)c1C(=O)Nc1ccc(N2CCN(C(=O)c3cccs3)CC2)cc1	-28%	16%	0%	0%	0%	-9%	-1%	-4%	24%
NC(=O)C(=O)N/N=C/c1cccc(C(F)(F)F)c1	1%	-3%	0%	3%	4%	1%	13%	-1%	25%
Cc1cc(C(=O)COC(=O)c2ccc(O)cc2)c(C)n1CC1COc2ccccc2O1 (centres undefined)	?	?	?	?	-17%	-2%	-7%	3%	3%
Cn1c(=NCC(O)COc2ccccc2)sc2ccccc21 (centres undefined)	?	-4%	-25%	-9%	?	0%	-7%	4%	-16%
COc1ccc(CCC(N)=O)cc1OC	43%[activator]	12%	-2%	6%	0%	6%	11%	-5%	9%
CC1COC(Cn2c3ccccc3c3ccccc32)O1 (centres undefined)	?	?	7%	?	-4%	?	-4%	-65%[inhibitor]	?
Cc1cc2nc3c(=O)n(C)c(=O)n(C)c3nc2cc1N=CN(C)C	5%	nt	?	nt	3%	nt	55%[activator]	nt	13%
CC(=O)NC1CCN(CC(=O)Nc2cccc([N+](=O)[O-])c2)CC1	16%	4%	?	5%	5%	-2%	-12%	?	19%
CCOc1ccc(NC(=S)Nc2ccc(OC)cc2)cc1	-1%	8%	1%	17%	0%	2%	-9%	6%	0%
CCOC(=O)c1cnn(-c2cc(C)nc3c(-c4ccccc4)c(C)nn23)c1N	-1%	21%	-9%	12%	6%	-8%	13%	13%	1%
COc1ccc(C(=O)NNC(=O)C(=O)/C=C(\O)c2ccc(C)cc2)cc1	5%	-12%	-3%	-10%	17%	9%	-14%	?	-28%
Cc1ccnc(NS(=O)(=O)c2ccc(NS(=O)(=O)c3cccs3)cc2)n1	7%	-3%	3%	-2%	-1%	-9%	-4%	-7%	19%
COc1ccc(CCN2C(=O)c3cccc4c(C(=O)N5CCCCC5)ccc(c34)C2=O)cc1OC	-30%	2%	2.9µM*	4%	-16%	-8%	-18%	-1%	-2%
CCn1c(SCC(=O)NCCc2ccccc2)nnc1-c1cccs1	-22%	-4%	21µM*	5%	0%	-5%	-6%	-10%	4%
COc1cccc(NC(=O)N2CCN(C(=O)C(Cc3ccc(OC)c(OC)c3)NC(C)=O)CC2)c1 (centres undefined)	-5%	2%	11%	-7%	5%	-11%	1%	-10%	1%
CSc1ccc(CN2CCC(C)(Oc3ccccc3F)C2)cc1 (centres undefined)	-23%	-16%	-2%	-19%	0%	0%	6%	nt	19%
CC12CCC(=O)N1C(C(=O)NCCN1C(=O)S/C(=C\c3ccccc3F)C1=O)CS2 (centres undefined)	16%	1%	16%	15%	?	10%	8%	?	-18%
O=C(CC(Nc1cccc(Cl)c1Cl)C(=O)O)c1ccccc1 (centres undefined)	-10%	-17%	?	0%	-6%	-5%	-7%	-11%	?
CC(=O)OCCc1[nH]c2ccccc2c1C	2%	-3%	-8%	1%	0%	-1%	13%	-5%	-2%
COc1ccc(CN2CCN(C(=O)CN3C(=O)C4C5C=CC(C5)C4C3=O)CC2)c(OC)c1OC (centres undefined)	-5%	-3%	-14%	?	1%	2%	-19%	-2%[9.22 µM]	1%
COc1ccc(/C=N/N=C2/NC(=O)C(c3ccccc3)(c3ccccc3)S2)cc1	0%	-6%	-15%	?	-2%	-6%	9%	-9%	-20%
O=C(CNC(=O)c1ccccn1)N/N=C/c1ccc2c(c1)OCO2	2%	-24%	0%	-20%	-1%	5%	-4%	-5%	1%
CCOC(=O)[C@@H]1[C@H]2COc3ccccc3[C@H]2N2C(=O)N(c3cccc(F)c3)C(=O)[C@]12C	-22%	-19%	17%	3%	-1%	2%	14%	-1%	?
Additional results
SMILES	GLP1R inv ag	HT1080NT lethal	KB-V1 cytotox	HT1080 IDH1KD tx	KB-3-1 cytotox	GLP-1R agonist	HEK293 tox	SW480 rerep	TDP-43 yeast inh
CCOc1ccc2nc(NCCNC(=O)c3cc(OC)c(OC)c(OC)c3)c(C#N)cc2c1	14%	-9%	10%	4%	-3%	1%	259%[activator]	6.5µM*	11%
CC(=O)Nc1nonc1-c1nc2ccccc2n1CCC#N	5%	2%	2%	-2%	-2%	1%	4%	6%	-21%
CNC(=S)Nc1cc(OC)c(NC(=O)c2ccco2)cc1OC	16%	3%	1%	-1%	21%	12%	-8%	2%	-7%
O=C(NC1CCCCC1)C1CN(S(=O)(=O)c2ccccc2)CCN1S(=O)(=O)c1ccccc1 (centres undefined)	-23%	4%	?	11%	18%	-10%	-5%	3%	-8%
Cc1cc(C)n(CCN(C)C(=O)c2cc(COc3c(F)cccc3F)on2)n1	-2%	15%	-26%	7%	0%	12%	-7%	-4%	-7%
CCOC(=O)c1ccccc1N1C(=O)CSC1=S	-12%	-29%	17%	-3%[9.24 µM]	3%	-1%	-9%	1%	-17%
COC(=O)C(NC(C)=O)(Nc1ccc(C)cn1)C(F)(F)F (centres undefined)	6%	9%	2%	23%	12%	9%	-7%	-15%	-14%[1.82 µM]
Cc1noc(C)c1COc1ccccc1C(=O)N1CCN(c2cccc(Cl)c2)CC1	?	23µM*	?	23µM*	?	-1%	-20%	?	25%
COc1ccc(C(=O)NCc2nnc(SCC(=O)Nc3ccccc3)n2-c2ccc(F)cc2)cc1	-18%	nt	3%	nt	1%	0%	-13%	nt	8%
COc1cc(Cl)c(S(=O)(=O)NCCCN2CCOCC2)cc1Cl	-18%	5%	-7%	5%	19%	0%	-12%	-4%	-10%
O=C(CCC1N=C2c3ccccc3N=C(SCc3ccc(Cl)cc3)N2C1=O)NCc1cccs1 (centres undefined)	-11%	nt	11%	nt	9%	nt	0%	nt	20%
Cc1cc(O)ccc1Nc1nc(-c2cccnc2)cs1	4%	-1%	?	?	?	-2%	?	24%	-22%
COc1ccc(S(=O)(=O)c2cn(C)c3cc(N4CCCC4)c(F)cc3c2=O)cc1	8%	nt	-9%	nt	-7%	nt	2%	nt	24%
O=C(O)CCCCCN1C(=O)C(O)=C(C(=O)/C=C/c2ccccc2)C1c1ccccc1[N+](=O)[O-] (centres undefined)	?	11%	10%	1%	1%	-1%	6%	-11%	-32%[inhibitor]
CC(NC(=O)c1cccc(S(=O)(=O)N2CCN(Cc3ccccc3)CC2)c1)c1ccccc1Cl (centres undefined)	?	-14%	-4%	-6%	?	-1%	1%	6%	6%
COc1ccc(-c2noc(CCC(=O)N3CCN(c4cccc(OC)c4)CC3)n2)cc1	?	-7%	-1%	-5%	0%	-2%	-12%	-28%	?
Cc1cccc(C(=O)Nc2ccc(S(=O)(=O)N3CCOCC3)cc2)c1[N+](=O)[O-]	13%	4%	-3%	6%	-4%	1%	-4%	-5%	?
COc1ccccc1NC(=O)Cn1nc(-c2ccc3c(c2)OCCO3)ccc1=O	22%	-2%	-14%	-19%	-12%	20%	-5%	4%	15%
Cc1cccc(NC(=O)c2sc(-n3nc(C)c(CCC(C)C)c3C)nc2C)c1C	1%	nt	1%	nt	0%	nt	15%	nt	18%
CCn1ccc(C(=O)Nc2ccc3c(c2)CCC3)n1	?	3%	-17%	-8%	0%	-2%	-10%	-6%	9%
Oc1ccc(-c2nnc(Nc3cccc(O)c3)c3ccccc23)cc1	2%	-26%	5%	-29%	16%	9%	-1%	-9%	-8%
COc1ccc(C(=O)N/C(=C\c2cn(S(=O)(=O)N(C)C)c3ccccc23)C(=O)NC(C)C)cc1	18%	0%	20%	-5%	11%	-1%	-1%	1%	-8%
Cc1ccc(C2(C)NC(=O)N(CC(=O)Nc3cccnc3Cl)C2=O)cc1 (centres undefined)	-28%	0%	0%	7%	8%	8%	2%	7%	-15%[0.397 µM]
Cc1c(Cl)cccc1NC(=O)CN1CCN(CCO)CC1	-2%	10%	25%	6%	-22%	?	4%	-3%	-13%
Cc1c(Cl)cccc1NC(=O)COC(=O)Cn1cnc2c1c(=O)n(C)c(=O)n2C	1%	5%	?	-4%	1%	-9%	-29%	-20%	14%
CCc1cc(=O)oc2cc(C)cc(OC(C)C(=O)NCC(O)c3ccccc3)c12 (centres undefined)	7%	-9%	22%	3%	6%	8%	-2%	24%	-2%
COc1ccc(-n2c(C)cc(C(=O)CN3CCCCC3)c2C)cc1	-8%	-13%	-22%	-2%	-1%	-2%	3%	-78%[inhibitor]	7%
COc1ncccc1-c1nnn(-c2ccccc2)n1	8%	-16%	-21%	3%	0%	18%	5%	2%	0%
NS(=O)(=O)OCCCc1ccccc1	10%	-1%	8%	-3%	-4%	9%	1%	3%	5%
O=C(Nc1cccc(Cl)c1)C1=Cc2cc(Cl)ccc2OC1	10µM*	?	-9%	?	-23%	-20%	-22%	8%	14%

Full records, looked up by structure:
`CC(NC(=O)c1cccc(S(=O)(=O)N2CCN(Cc3ccccc3)CC2)c1)c1ccccc1Cl` (centres undefined) in the list: GLP1R inv ag: ?; HT1080NT lethal: -14%; KB-V1 cytotox: -4%; HT1080 IDH1KD tx: -6%; KB-3-1 cytotox: ?; GLP-1R agonist: -1%; HEK293 tox: 1%; SW480 rerep: 6%; TDP-43 yeast inh: 6%
`Cc1cccc(NC(=O)c2sc(-n3nc(C)c(CCC(C)C)c3C)nc2C)c1C` in the list: GLP1R inv ag: 1%; HT1080NT lethal: nt; KB-V1 cytotox: 1%; HT1080 IDH1KD tx: nt; KB-3-1 cytotox: 0%; GLP-1R agonist: nt; HEK293 tox: 15%; SW480 rerep: nt; TDP-43 yeast inh: 18%
`CCc1cc(=O)oc2cc(C)cc(OC(C)C(=O)NCC(O)c3ccccc3)c12` (centres undefined) in the list: GLP1R inv ag: 7%; HT1080NT lethal: -9%; KB-V1 cytotox: 22%; HT1080 IDH1KD tx: 3%; KB-3-1 cytotox: 6%; GLP-1R agonist: 8%; HEK293 tox: -2%; SW480 rerep: 24%; TDP-43 yeast inh: -2%

From PubChem
